# FBW7 act = FBW7 E3 ligase activators, primary screen, biochemical, AlphaScreen, human; AID 1259310, 2017; hit rate 0.13% among 650,000; AlphaScreen FBW7–phospho-cyclin E peptide binding, activator screen; F-box/WD repeat-containing protein 7 (Homo sapiens), Q969H0; normalized activity (activation), % at 26.1 µM; in the data active means normalized activity above about 1.9%;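 further: purified mutant Fbw7 with reduced substrate affinity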
# TEAD-YAP inh = TEAD-YAP interaction inhibition, primary screen, TEAD-YAP interaction inhibitor project, luminescence, HEK-TIYL cells; TEAD-Gal4/YAP UAS-luciferase luminescence; inhibition, % at 9.12 µM; hit rate 1.4% among 640,000; in the data active means inhibition above about 32%;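 further: 0% = median of test compound wells and 100% = reference inhibitor wells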
# MITF primary = MITF inhibitors, primary screen, biochemical, AlphaScreen, human | Microphthalmia-associated transcription factor (Homo sapiens), O75030 | AlphaScreen MITF homodimerization, bead proximity signal | inhibition, % at 2.6 µM | hit rate 0.91% among 650,000 | AID 1259374, 2018; in the data active means inhibition above about 50%;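 further: 0% = vehicle wells with protein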
# Target sequence (O75030 whole entry, looked up): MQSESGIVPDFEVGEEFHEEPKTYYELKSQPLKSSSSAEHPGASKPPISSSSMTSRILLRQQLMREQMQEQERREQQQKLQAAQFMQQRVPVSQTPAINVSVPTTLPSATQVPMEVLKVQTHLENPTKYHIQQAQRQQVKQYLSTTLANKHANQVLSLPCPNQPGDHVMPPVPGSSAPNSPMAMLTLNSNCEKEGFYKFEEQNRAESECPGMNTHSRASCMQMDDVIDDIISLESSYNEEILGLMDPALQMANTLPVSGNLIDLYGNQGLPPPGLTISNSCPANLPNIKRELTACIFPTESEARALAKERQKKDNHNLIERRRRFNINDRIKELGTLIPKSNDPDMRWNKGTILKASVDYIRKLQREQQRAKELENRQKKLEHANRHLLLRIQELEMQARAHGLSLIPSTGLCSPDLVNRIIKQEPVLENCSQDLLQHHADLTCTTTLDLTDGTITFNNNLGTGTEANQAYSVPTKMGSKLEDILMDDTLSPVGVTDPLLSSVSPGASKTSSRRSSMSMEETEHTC
# GPR151 activ = activators of human GPR151, primary screen, cell-based, PathHunter beta-arrestin, luminescence; G-protein coupled receptor 151 (Homo sapiens), Q8TDV0; PathHunter beta-arrestin GPR151 cells; activation, % at 11.2 µM; hit rate 1% among 650,000; AID 1508602, 2020; in the data active means activation above about 4.9%;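 further: 0% = median of compound wells and 100% = cells with positive control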
# Target sequence (Q8TDV0 whole entry, looked up): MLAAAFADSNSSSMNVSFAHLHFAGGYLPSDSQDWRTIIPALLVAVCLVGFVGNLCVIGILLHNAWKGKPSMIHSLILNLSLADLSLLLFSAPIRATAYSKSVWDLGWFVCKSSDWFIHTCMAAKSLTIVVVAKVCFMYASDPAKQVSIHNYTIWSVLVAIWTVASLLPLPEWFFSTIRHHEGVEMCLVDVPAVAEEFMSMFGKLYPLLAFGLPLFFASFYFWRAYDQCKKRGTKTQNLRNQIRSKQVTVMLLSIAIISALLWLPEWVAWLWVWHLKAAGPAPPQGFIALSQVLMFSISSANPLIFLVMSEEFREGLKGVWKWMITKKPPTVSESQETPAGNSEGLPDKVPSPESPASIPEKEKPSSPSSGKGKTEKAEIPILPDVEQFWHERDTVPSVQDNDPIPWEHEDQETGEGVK
# * hit, by the source's call.
SMILES,FBW7 act,TEAD-YAP inh,MITF primary,GPR151 activ
COc1cc(C2C(C(=O)Nc3ccccc3C)=C(C)NC3=C2C(=O)CCC3)cc(OC)c1OC (stereo unspecified),-0.1,6,11,-1.7
CCc1ccc(OCCNC(=O)c2ccco2)cc1,0.1,-23,3,-2.0
COc1cc(OC)c(NC(=O)c2sc3ncn(CC(=O)N4CCCCC4)c(=O)c3c2C)cc1Cl,0.4,-1,20,0.6
COc1ccccc1-n1c(SCC#N)nc2c(sc(=S)n2-c2cc(C)ccc2F)c1=O,-0.1,-11,7,2.5
C#CC1(OCC(O)CN2CCC(C)CC2)CCCCC1 (stereo unspecified),-0.1,-2,3,-1.5
O=S(=O)(Nc1ccc(Br)cc1)c1ccc(Br)s1,0.8,18,6,-0.4
COc1ccc(CN2CCC(N3CCN(c4ccccc4)CC3)CC2)c(OC)c1,-0.1,18,60*,-0.7
CCS(=O)(=O)c1ccc(O)c(N=Cc2c(O)[nH]c(=O)[nH]c2=O)c1,0.5,3,0,0.2
C[n+]1c(-c2ccc([N+](=O)[O-])cc2)csc1Nc1ccccc1,-0.5,-45,11,0.6
Cc1nn(Cc2ccccc2)c(=O)[nH]c1=O,0.0,-5,-8,1.6
O=CN1CCN(CC(=O)Nc2ccc(Br)cc2Br)CC1,0.0,11,1,0.0
Cc1c(C(=O)NCCN2CCOCC2)sc2ncn(CC(=O)N3CC(C)CC(C)C3)c(=O)c12 (stereo unspecified),-0.2,-5,-10,-0.7
CN(C)S(=O)(=O)Nc1ccc(N2CCC(NCc3ccc4nsnc4c3)CC2)cc1,0.5,5,0,3.3
Cc1nnc(SCc2nc3ccccc3c(=O)[nH]2)s1,0.4,-18,-2,-0.7
Cc1cc(C)c(S(=O)(=O)Nc2cccc(C(=O)O)c2)c(C)c1,-0.2,5,-4,-1.2
COc1cccc(C2C=C(c3ccc(C)cc3)Nc3ncnn32)c1 (stereo unspecified),0.0,54*,16,1.6
CCC(C)Sc1nnc(NC(=O)C2CC2)s1 (stereo unspecified),0.0,-26,-8,-1.9
O=C1C2CCC(C(O)C2)N1Cc1ccccc1 (stereo unspecified),0.0,5,-2,-0.2
Cc1cc2nn(-c3ccc(Cl)cc3)nc2cc1NC(=O)COc1ccccc1,-0.1,-2,-3,-0.9
Cc1cc(N2CCN(C)CC2)nc2ccc(NC(=O)CCC(=O)NCc3cccnc3)cc12,0.0,-1,14,0.4
Cc1ccccc1NC(=O)c1ccc(S(=O)(=O)N2CCCCC2)c(C)c1,0.1,3,15,0.9
O=C1NCCN(Cc2ccoc2)C1CC(=O)N(CCO)Cc1ccccc1 (stereo unspecified),-0.1,2,-1,-1.0
C=CCNc1n[nH]c(C)c1[N+](=O)[O-],-0.1,-14,-2,-1.6
O=[N+]([O-])c1cccc(Nc2nc(Cl)nc(Cl)n2)c1,1.8,11,17,-0.1
COc1ccc(C)cc1NC(=O)c1sc2nc(C)nc(N3CCCCC3)c2c1C,-0.2,-5,-2,1.0
O=C(CSc1nc2ccsc2c(=O)n1Cc1ccccc1)Nc1ccccc1Cl,0.3,-2,-4,1.0
Cc1ccc(Nc2nc3nonc3nc2Nc2ccc(C)cc2)cc1,0.9,13,16,-0.6
CCc1cc2c(=O)n(-c3ccccc3)c(SCC(=O)c3ccc(OC)c(OC)c3)nc2s1,0.1,-3,0,1.1
Cc1ccc(C)c(OCc2nnc(N)s2)c1,0.2,-4,8,-0.3
Fc1cccc(-n2cc(-c3ccccc3)c3c(SCc4ccccc4)ncnc32)c1,0.0,6,0,0.0
COc1ccc(Nc2oc(COc3cccc(C)c3)nc2C#N)cc1,-0.2,-54,-11,0.0
CCCNC(=O)c1ccc2nc(NC3CCC(O)CC3)sc2c1 (stereo unspecified),0.0,-8,-11,3.8
CC1(C)[C@@H]2CC[C@@]1(C(=O)O)C(=O)C2,0.1,-1,1,1.4
Cc1ccccc1OCC(=O)Nc1ccccc1C#N,0.3,-36,-6,-2.2
O=C(NC1CCCCCC1)c1ccccc1-n1cnnn1,0.2,4,3,0.6
OCCNc1nc(-c2csc3ccccc23)nc2c1ncn2Cc1ccc(C(F)(F)F)cc1,0.0,3,4,6.1*
CCSc1nnc(NC(=O)C(CC(C)C)N2C(=O)c3ccccc3C2=O)s1 (stereo unspecified),-0.2,-3,-9,-0.7
CC(C)N(CCNc1nc(N2CCN(c3ccccn3)CC2)nc2nc[nH]c12)C(C)C,0.1,3,5,-0.9
Cc1cccc(Nc2nnc(SCC(=O)N(C(C)C)C(C)C)s2)c1,-0.1,-1,0,-0.3
COc1ccc(/C=N/NC(=O)CCC(=O)Nc2ccc(Br)cc2)cc1,0.1,11,6,1.6
Cc1cc(NC(=O)CSc2nc3ccccc3c(=O)n2CCc2ccccc2)no1,-0.1,6,12,-0.5
C=CCOC(=O)C1=C(C)Nc2c(c(=O)n(C)c(=O)n2C)C1c1ccncc1 (stereo unspecified),-0.2,-7,2,2.0
CC(C)(C)n1nnc(CCOCCc2nnn(C(C)(C)C)n2)n1,0.1,1,-25,-1.3
N#Cc1c(NC(=O)C(=O)c2c[nH]c3ccccc23)sc2c1CCCC2,0.2,1,0,-0.3
O=C(O)c1cccnc1Oc1cccc(C(F)(F)F)c1,0.0,1,7,-0.9
CC(C(=O)N(C1CC1)C1(C(=O)Nc2ccccc2)CCCC1)N1C(=O)c2ccccc2C1=O (stereo unspecified),-0.3,9,9,-1.0
CCCOc1cccc(C(=O)Nc2cccc(NC(=O)c3ccccc3)c2)c1,0.3,-6,1,-1.1
CC(NC(=O)c1ccncc1)C(c1cccs1)N1CCN(c2ccccc2)CC1 (stereo unspecified),-0.2,3,-6,2.0
CCC1(C)CC(CCNCc2ccc(F)cc2)(c2ccccc2OC)CCO1 (stereo unspecified),-0.2,4,5,-0.5
COc1cccc(CC(=O)n2nc(N)c3cc4ccc(OC)cc4nc32)c1,0.2,8,4,0.2

# (listing goes on)
SMILES,FBW7 act,TEAD-YAP inh,MITF primary,GPR151 activ
COc1ccc(CC2(CCC(=O)NC3CC3)CCC(=O)N2)c(F)c1 (stereo unspecified),0.0,-15,4,0.3
CC(O)Cn1c(SCC(=O)Nc2ccc(C(C)C)cc2)nc2ccccc2c1=O (stereo unspecified),-0.2,-3,7,0.2
CCOc1ccc(CN2CCN(Cc3cccc4c3OCO4)CC2CCO)cc1 (stereo unspecified),0.0,-18,2,3.2
COc1ccc2cc(C)c3nn(CC(=O)N4CCCCC4)c(=O)n3c2c1,0.0,5,14,-1.0
CCOC(=O)C1=C(CN2CCc3ccccc32)NC(=O)NC1c1ccc(OC(C)C)cc1 (stereo unspecified),0.0,-7,12,-0.6
CCOC(=O)c1ccc(-c2ccc(C(c3c(C)[nH]c4ccccc34)c3c(C)[nH]c4ccccc34)o2)cc1,-0.2,0,-1,-0.8
CCc1ccc(OCC(=O)N/N=C\c2ccc(OC)c(OC)c2)cc1,0.0,-7,6,1.9
C/C(=N\Nc1nc2ccccc2[nH]1)c1cccc(Cl)c1,-0.3,-37,-2,0.5
CC(C)CNC(=O)CC(=O)N/N=C/c1cccc2ccccc12,0.0,-1,7,4.3
COc1ccc(NC(=O)C2(C)CC3c4ccccc4C2c2ccccc23)cc1 (stereo unspecified),1.9*,0,8,1.5
O=c1/c(=C/c2ccc(N3CCOCC3)cc2)sc2nc3ccccc3n12,0.2,20,4,0.2
CCOc1cccc2c1OC(c1ccccc1Cl)N1N=C(c3cccc(OC)c3)CC21 (stereo unspecified),0.0,-3,5,-1.4
CCC(CC)n1[nH]c(=O)c2c(C)cc(=O)[nH]c21,0.0,-10,6,-2.3
Cc1cc(Nc2cccc3ccccc23)n2ncnc2n1,-0.1,12,5,0.3
Cn1c(=O)c2c(nc(Oc3ccc4c(c3)OCO4)n2Cc2ccc(F)cc2Cl)n(C)c1=O,-0.1,3,9,0.3
Cc1nnc(NC(=O)CSc2nnc(NC(=O)c3cc([N+](=O)[O-])ccc3Cl)s2)s1,0.2,-1,20,0.7
CCS(=O)(=O)NC(CCSC)C(=O)O (stereo unspecified),0.1,0,9,-1.1
Cc1cccc(NC(=O)CCCC(=O)Nc2cccc(C)c2)c1,0.0,2,-10,1.6
CCOc1cc(C(=S)N2CCC(C)CC2)ccc1O,-0.2,-35,1,1.5
CCN(CC)c1ccc(-c2nc3cnccn3c2NCc2ccco2)c(OC)c1,0.0,15,-3,0.3
O=C(Nc1ccccc1C(=O)N1CCCCCC1)c1cccc(S(=O)(=O)N2CCCCC2)c1,0.2,1,21,-1.3
O=C(CCSc1nc(-c2ccccc2)cs1)N1CCOCC1,-0.1,-10,4,0.4
CCC(C(=O)Nc1ccc(OC)cc1)(C(F)(F)F)C(F)(F)F,0.1,-9,8,-0.1
Cc1ccc(C)c(NC(=S)N2CCN(C(=O)C3CCCO3)CC2)c1 (stereo unspecified),0.1,6,4,-0.8
Cc1ccc(CNC(=O)CN(c2ccc(C(C)C)cc2)S(C)(=O)=O)cc1,-0.3,-49,4,-0.4
CCOc1cc(/C=c2\sc3ncnn3c2=O)ccc1OC(C)=O,0.0,-1,-6,0.2
CCS(=O)(=O)c1ccc2c(c1)N=Cc1c(C)nn(-c3ccc(F)cc3)c1O2,-0.1,9,-2,-0.1
Cc1cc(N2CCN(c3cc(Cl)ccc3C)CC2)n2nc(C)nc2n1,0.0,-3,10,0.4
O=c1c2sccc2nc(SCc2ccccc2Cl)n1Cc1ccco1,0.2,5,15,-0.6
CCn1ccnc1CN(C)Cc1c(C(=O)N2CCCC2)nc2sccn12,0.4,3,13,-1.8
COc1ccc(-c2csc3ncnc(N4CCC(C(=O)O)CC4)c23)cc1,-0.1,-1,-13,-1.3
CN(C)CCCOC(=O)c1ccccc1,0.1,-18,1,-0.1
CCN(CC)c1ccc(/C=N/NC(=O)C(O)c2ccccc2)c(O)c1 (stereo unspecified),-0.4,9,-8,2.4
CCCCOC(=O)CSc1nc2c(cc1C#N)C(=O)CC(C)(C)C2,0.1,-15,24,-0.1
CN(C)Cc1c(O)ccc2c(=O)c(Oc3ccc(-c4ccccc4)cc3)c(C(F)(F)F)oc12,-0.2,3,-6,0.3
COc1ccc(-n2ccnc2SCC(=O)Nc2nc(C)cs2)c(OC)c1,0.0,3,-6,-0.5
COc1ccc(N2C(=O)CC(S/C(N)=N/N=C(\C)c3ccccc3O)C2=O)cc1 (stereo unspecified),0.4,2,-3,0.0
Cc1cccc(OCC(=O)Nc2ccc(C(C)C)cc2)c1,0.1,-14,-11,1.9
CC1=C(c2cccs2)[N+](=O)C(C)(c2cccc([N+](=O)[O-])c2)N1[O-] (stereo unspecified),-0.1,2,2,2.0
CC(C)(C)c1ccc(OCC(=O)Nc2ccc(S(=O)(=O)N3CCCCC3)cc2)cc1,-0.1,18,-9,-0.6
Cn1c(=O)c2c(nc(SCc3ccc(C(=O)O)cc3)n2C)n(C)c1=O,0.0,3,2,0.3
N#Cc1ccccc1COc1ncnc2sccc12,0.1,-3,2,-0.8
CCCn1c2ccccc2c2nnc(SCCCn3c(=O)[nH]c4ccccc43)nc21,0.0,7,8,-1.8
O=C1OC(c2ccc(Br)cc2)=C/C1=C\C=C\c1ccccc1,0.1,-1,5,0.2
